Bioassay records deposited in PubChem by NCI.
All columns: NCI-60 one-dose screen, growth in % after 48 h at 10 µM unless noted; 100 = growth as untreated, 0 = no growth, -100 = all killed.
T-47D: T-47D breast cancer; 79,000 compounds, 5% hits; AID 1794792
BT-549: BT-549 breast cancer; 78,000 compounds, 4.4% hits
K-562: K-562 leukemia | 78,000 compounds, 7.4% hits | AID 1794777
MCF7: MCF7 breast cancer; 82,000 compounds, 6.3% hits
MDA-MB-231: MDA-MB-231 breast cancer; 81,000 compounds, 5% hits; AID 1794789
MDA-MB-468: MDA-MB-468 breast cancer; 78,000 compounds, 8.5% hits; AID 2202374
SR: SR leukemia cells. 73,000 compounds, 8.7% hits. AID 1794780
HS 578T: HS 578T breast cancer. 78,000 compounds, 4.1% hits. AID 1794788
Numbers without * were called inactive; nt = no result given; & = joins results of further samples; ! = repeats disagree. Rule for the calls: active = growth percent below 10; inactive = the rest.

SMILES	T-47D	BT-549	K-562	MCF7	MDA-MB-231	MDA-MB-468	SR	HS 578T
CCO/C=C1\C(=O)N(C(C)=O)c2cc(OC)c(OC)cc21	101	105	101	100	109	107	nt	77
CCN(CC)CCCNc1nccc2ccc(OC)cc12	95	99	102	91	101	82	102	113
CCCCCCCCCCOC(=O)c1nn(C(C)=O)c2cc3c(cc12)OCO3	82	104	97	95	100	107	90	95
CC(C)CNCCOC(=O)c1ccc([N+](=O)[O-])cc1	99	105	122	105	115	99	106	100
O=S(=O)(Oc1ccc(-c2cn3ccsc3n2)cc1)c1ccc(Cl)c(C(F)(F)F)c1	86	98	104	86	109	90	89	100
CCOC(=O)C[n+]1cccc2c3ccccc3ccc21	97	136	95	87	102	24	85	99
O=c1[nH]c(-c2ccccc2)nc2[nH]ccc12	89	97	102	93	107	100	93	97
Cc1ccccc1N1CCN(CCC(=O)O)CC1	105	108	113	97	110	112	86	108
CC1=CN2C(=O)C3C4=C(CCCC4)SC3N=C2CN1c1c(C)cccc1C (configuration not stated)	81	108	46	112	84	nt	42	103
Cc1cc(C)nc(SCC(=O)Nc2ccc(S(N)(=O)=O)cc2)n1	105	132	nt	97	103	98	nt	114
O=C(NCCO)C(F)(F)F	96	106	105	96	107	116	99	106
Cc1cc(NS(=O)(=O)c2ccccc2)c(OS(=O)(=O)c2ccccc2)cc1C	109	nt	89	94	101	102	95	101
Cc1cc2c(C(C)C)c(O)c(O)c(C(=O)C(=O)NCc3ccco3)c2c(O)c1-c1c(C)cc2c(C(C)C)c(O)c(O)c(C(=O)C(=O)NCc3ccco3)c2c1O	35	70	34	39	39	59	47	54
ClC[C@H]1C[C@@H]2C[C@@H]1[C@H]1O[C@@H]21	93	107	106	95	104	107	nt	102
O=C(O)/C=C/C(=O)O	99&66	111&94	111	98&93	102&122	105&107	93&91	109&104
CC1=C(C(=O)Nc2ccccn2)C(c2cn(-c3ccccc3)nc2-c2ccc(Cl)cc2)C(C(=O)Nc2ccccn2)=C(C)N1	70	98	nt	79	84	93	68	102
O=C(CN1CCNCC1)Nc1ccc2oc(=O)ccc2c1	109	110	nt	95	116	107	98	101
C(=NCCN=Cc1ccccc1)c1ccccc1	90	100	104	104	112	91	100	104
C=CCN1C(=O)CS/C1=N\Nc1cc(=O)[nH]c2ccc(C)cc12	76	112	100	99	97	104	102	110
Cc1c(C(=O)OCCN2CCN(C)CC2)cc(-c2ccc(Cl)cc2)n1-c1ccccc1	81	97	17	63	96	84	44	97
COc1ccc(/C=C(\C#N)n2nnc3cc(C(=O)Nc4ccccc4SC)ccc32)cc1	87	73	78	84	nt	90	78	nt
Nc1c(C(=O)c2ccccc2)sc2nc(-c3cccs3)ccc12	42	60	14	34	38	3.1*	30	34
NC1=N/C(=C2/CCNC(=O)c3[nH]ccc32)C(=O)N1	104	85	94	97	nt	80	75	105
COc1cccc(-c2nn(-c3ccccc3)cc2-c2ccnc(NCCNS(=O)(=O)c3ccccc3)c2)c1	4.2*	36	6.6*	15	18	14	13	47
CN1CCC[C@]2(C)[C@H]3CC[C@@H]4[C@@H]5[C@H]6OC[C@@]5(CCC6(C)C)CC[C@@]4(C)[C@]3(C)CC[C@H]2C1(C)C	55	97	4.8*	8.0*	67	82	5.5*	99
COC(=O)[C@H](CSC)N(C)C(=O)[C@@H]1CSSC[C@@H](NC(=O)c2nc3ccccc3cc2O)C(=O)NCC(=O)N1C	34	111	49	79	81	61	29	91
Cc1ccc(OCCOCCOCCOCCOc2ccc(C)n(O)c2=S)c(=S)n1O	8.1*	14	16	10	35	-14*	6.4*	44
Cc1ccc(-c2nc(NCCO)nc(N)c2C#N)cc1	90	104	104	91	108	105	101	99
O=C1/C(=N\O)CC(c2ccccc2)N1c1ccccc1 (configuration not stated)	108	100	141	108	91	101	nt	100
C=C1C(=O)O[C@H]2[C@H]1CC/C(COC(=O)NCc1ccc(Cn3c(=O)sn(-c4ccc(I)cc4)c3=O)cc1)=C\CC[C@@]1(C)O[C@@H]21	45	75	7.3*	39	73	30	63	86
O=Nc1c(-c2c(O)[nH]c3ncccc23)[nH]c2ccccc12	49	45	53	68	79	28	33	-9.7*
O=C(Nc1cccc2cccnc12)c1cc(C(=O)c2ccc(Br)cc2)n2ccccc12	95	77	117	96	114	116	131	109
O=C1/C(=C2\SC(=S)N(C3CCCC3)C2=O)SC(=S)N1C1CCCC1	91	97	94	102	106	113	100	100
COc1ccc(N2C(=O)C(Oc3ccccc3)C2c2ccc(Cl)cc2)cc1 (configuration not stated)	89	100	89	84	87	111	nt	105
COc1cc(/C=N/NC(=O)COc2ccc(NC(=O)Nc3ccc(Cl)cc3)cc2)cc(OC)c1OC	103	110	102	95	nt	93	80	nt
COc1ccc(N=c2nc3sc4cc(Cl)ccc4n3c(N)c2C#N)cc1	74	nt	99	61	76	-7.8*	91	34
COc1cc(NC2CCCCC2O)c2nc(-c3ccc(Cl)cc3)ccc2c1 (configuration not stated)	87&79	98&108	45	59&52	78&45	63&99	-4.6*	138&85
COc1ccc(CCNc2nc3c(c(=O)n(Cc4ccc(Cl)c(Cl)c4)c(=O)n3C)n2C)cc1OC	nt	81	102	82	82	75	nt	65
Nc1nn2c(-c3cc4ccccc4oc3=O)ccnc2c1N=Nc1ccc(F)cc1	129	131	116	97	63	106	80	116
Cc1nc2nc(C)[nH]c2c(=O)[nH]1	101	104	104	101	111	105	nt	106
C[C@H](C(=O)N(CCc1ccc(Cl)c(Cl)c1)Cc1cncs1)[C@@H]1CC[C@H](C[C@H](C)n2cc(CN3CCC(c4ccc(Cl)cc4)CC3)nn2)O1	87	95	-76*	86	94	90	-45*	99
COc1ccc(Nc2ccnc(N)n2)cc1	106	102	101	99	98	102	97	96
CCOC(=O)C(Nc1ccccc1)c1ccc(N)cc1 (configuration not stated)	88	101	93	87	88	87	62	97
COc1ccc(CN2CCc3c(Sc4ccccc4Cl)nc(N)nc3C2=O)c(OC)c1	86	nt	80	80	101	85	nt	106
COc1cccc(OC)c1C(=O)O	97	117	105	96	98	91	104	110
Oc1ccc(/C=C/c2ccc(O)cc2)cc1	69	19	69	33	80	nt	48	61
O=S(=O)(NCC(F)F)c1ccc(-c2cnc(C3CC3)o2)cc1	83	91	94	93	86	85	89	85
Cn1ncc2cc(CN3CCC(OCc4cccc(C(F)(F)F)c4)CC3)ccc21	87	115	84	88	105	99	93	98

13 neighbouring compounds out of the list so far, for reference:
SMILES	T-47D	BT-549	K-562	MCF7	MDA-MB-231	MDA-MB-468	SR	HS 578T
O=C1/C(=C2\SC(=S)N(C3CCCC3)C2=O)SC(=S)N1C1CCCC1	91	97	94	102	106	113	100	100
COc1ccc(N2C(=O)C(Oc3ccccc3)C2c2ccc(Cl)cc2)cc1 (configuration not stated)	89	100	89	84	87	111	nt	105
COc1cc(/C=N/NC(=O)COc2ccc(NC(=O)Nc3ccc(Cl)cc3)cc2)cc(OC)c1OC	103	110	102	95	nt	93	80	nt
COc1ccc(N=c2nc3sc4cc(Cl)ccc4n3c(N)c2C#N)cc1	74	nt	99	61	76	-7.8*	91	34
COc1cc(NC2CCCCC2O)c2nc(-c3ccc(Cl)cc3)ccc2c1 (configuration not stated)	87&79	98&108	45	59&52	78&45	63&99	-4.6*	138&85
COc1ccc(CCNc2nc3c(c(=O)n(Cc4ccc(Cl)c(Cl)c4)c(=O)n3C)n2C)cc1OC	nt	81	102	82	82	75	nt	65
Nc1nn2c(-c3cc4ccccc4oc3=O)ccnc2c1N=Nc1ccc(F)cc1	129	131	116	97	63	106	80	116
Cc1nc2nc(C)[nH]c2c(=O)[nH]1	101	104	104	101	111	105	nt	106
C[C@H](C(=O)N(CCc1ccc(Cl)c(Cl)c1)Cc1cncs1)[C@@H]1CC[C@H](C[C@H](C)n2cc(CN3CCC(c4ccc(Cl)cc4)CC3)nn2)O1	87	95	-76*	86	94	90	-45*	99
COc1ccc(Nc2ccnc(N)n2)cc1	106	102	101	99	98	102	97	96
CCOC(=O)C(Nc1ccccc1)c1ccc(N)cc1 (configuration not stated)	88	101	93	87	88	87	62	97
COc1ccc(CN2CCc3c(Sc4ccccc4Cl)nc(N)nc3C2=O)c(OC)c1	86	nt	80	80	101	85	nt	106
COc1cccc(OC)c1C(=O)O	97	117	105	96	98	91	104	110

(listing goes on)
SMILES	T-47D	BT-549	K-562	MCF7	MDA-MB-231	MDA-MB-468	SR	HS 578T
CCCCC(CC#N)(CCC)CCC	100	99	101	98	126	112	94	113
CCOC(=O)c1cc2c(n1Cc1ccccc1)-c1[nH]c(=O)c(S(=O)(=O)c3ccccc3)cc1CCC2	78	104	83	98	102	106	85	90
CCCCCCCCCCCCCCCCOC(=O)c1ccccc1O	104	89	95	94	109	105	87	110
CCCCCCCC1=NN(c2ccc(S(=O)(=O)O)cc2)C(=O)C1N=O (configuration not stated)	106	101	106	98	97	99	100	109
O=c1[nH][nH]cc1Sc1ncn[nH]1	86	111	89	90	99	92	97	87
CN(C)c1ccc2c(N(C)C)cc(N(C)C)nc2c1	56	nt	64	14	64	7.6*	nt	100
CCC(c1ccccc1)C(CC)c1ccc(O)cc1 (configuration not stated)	65	92	80	91	97	90	nt	86
Cc1cc(=O)[nH]c2ccc(S(=O)(=O)Nc3ccccc3)cc12	90	86	90	88	96	90	71	nt
CC1=C(C(=O)O)CCc2ccccc21	115	nt	94	89	117	113	97	113
CCCc1cn(CC(=O)Nc2nc3ccccc3s2)nn1	102	103	106	100	99	110	110	101
NCCC1CCCCC1	113	104	101	98	97	96	101	96
CSC1=CC(=O)c2ccccc2C1=O	nt	92	nt	93	-14*	nt	-34*	81
CCOC(=O)c1ccc2n1CCCc1cnc(NC(C)=O)nc1-2	nt	104	102	101	106	96	101	100
Cc1ccc(C)n1C1c2ccccc2Oc2ccccc21	59	91	89	83	97	91	93	102
O=C(Nc1ccc(Oc2cccc(Cl)c2)c(Cl)c1)c1cccnc1	36	53	11	22	59	-9.2*	20	31
NS(=O)(=O)c1ccc(CCn2c(SCC(=O)N/N=C/c3c(Cl)cccc3Cl)nc3ccccc3c2=O)cc1	91	109	94	98	79	102	97	97
O=C(/C=C/c1ccc(OCc2ccccc2)cc1)c1c(F)cccc1F	98	102	90	91	103	98	82	109
CC(=O)c1c(OCC#N)ccc2c(C)cc(=O)oc12	98	118	69	99	104	93	87	106
COc1cc(C)cc2oc3oc(=O)c(C(=O)c4ccccc4)cc3c(=O)c12	106	105	107	103	104	110	100	nt
Cc1ccc(S(=O)(=O)NC(=S)Nc2ccccc2)cc1	102	108	98	103	117	100	93	84
CC(=O)OCC1=C(C(=O)O)N2C(=O)[C@@H](NC(=O)Cc3cccs3)[C@H]2SC1	112	111	115	111	111	120	107	123
COc1cc(/C=N/n2cnc3oc(-c4ccccc4)cc3c2=N)cc(CN2CCOCC2)c1O	82	109	5.5*	74	51	83	32	15
CCOC(=O)c1[nH]c(C)c(C=O)c1C	109	98	109	95	113	105	94	nt
Cc1ccc2nc3c(cc2c1)CSc1nnc(-c2ccc[nH]c2=S)n1N3	91	97	93	94	93	111	83	96
CS(=O)(=O)c1ccc(-c2nc3cc(Cl)ccc3n2CC(=O)NO)cc1	nt	98	96	81	94	96	nt	93
COC(=O)C1C2CC3c4[nH]c5cc(OC)ccc5c4CCN3CC2CC(OC(=O)c2cc(OC)c(OC)c(OC)c2)C1OC (configuration not stated)	82	96	nt	66	72	81	52	90
COc1cc(F)c(-c2nc3c(C)cccc3[nH]2)c(F)c1	108	100	84	92	98	103	77	106
Cc1ccccc1NC(=O)c1sc2nc3c(cc2c1N)CN(CCc1ccccc1)CC3	67	88	73	76	83	84	58	47
CCCCNc1cccc2ccccc12	80	92	77	71	59	70	nt	91
CS(=O)(=O)Nc1cc(-c2ccc3ncnc(Nc4cccc5[nH]ncc45)c3c2)cnc1Cl	57	84	100	77	99	80	96	67
CCOC(=O)NN(C(=O)OCC)c1c(C)cccc1C	101	116	114	107	123	108	nt	97
COc1ccc(-c2cn[nH]c2-c2cc(OC)c(OC)c(OC)c2)cc1OCc1ccccc1	24	60	nt	17	46	-5.9*	28	6.1*
O=CN1N=C(c2ccc(Nc3ccnc4cc(Cl)ccc34)cc2)CC1c1ccc(Cl)cc1 (configuration not stated)	23	55	9.5*	18	31	-0.7*	-23*	28
NC(=O)c1cc(Br)cc(Br)c1O	93	97	94	101	115	113	100	102
CC(C)Cn1c(O)c(N=Nc2nc(-c3cc4ccccc4oc3=O)cs2)c2cc(Br)ccc21	98	118	103	84	93	111	109	95
COc1ccc(OC)c(-n2cc(C#N)c(N)c2C(C)=O)c1	94	99	96	98	105	95	97	103
CN(C)CCCN1c2ccccc2Sc2ccc(Cl)cc21	87&105&77	96&114&85	58&120&52	67&101&38	72&108&68	9.1*!	62&105&68	89&90&90
COc1ccc(-n2c(SCc3cc(OC)c(OC)c(OC)c3)nc3cc(OC)c(OC)cc3c2=O)c(OC)c1	99	94	81	94	93	106	88	77
NC(CSC(c1ccccc1)(c1ccccc1)c1ccc(Cl)cc1)C(=O)O (configuration not stated)	24	27	nt	8.5*	-33*	-6.1*	-25*	-36*
O=S(=O)(O)c1ccc(N=Nc2cc(S(=O)(=O)O)c3ccccc3c2O)c2ccccc12	105	nt	110	98	132	123	95	104
CC(=O)COc1ccccc1	99	126	93	101	97	102	93	96
COc1cc2oc(-c3cccc(C(=O)Nc4ccc5c(c4)OCO5)c3)cc(=O)c2c(OC)c1OC	70	58	74	82	53	98	48	86
O=C(NCc1ccc(N2CCOCC2)cc1)c1ccc(CN2CCCC2)cc1	98	104	104	91	123	104	84	113
NC(=O)C(=O)NO	105	101	129	108	97	89	98	101
CNc1nc(S(=O)c2ccc(C#N)cc2)nc2ccccc12 (configuration not stated)	62	75	25	72	55	-4.1*	29	80
COc1sc(/C=N/NC(=O)c2[nH]c3ccc(Br)cc3c2-c2ccccc2)cc1Cl	54	-35*	10.0*	-27*	-68*	-6.4*	11	7.7*
Cc1nc2ccccc2c(=O)n1-c1cccc(OCc2cn(-c3cccc(C(=O)O)c3)nn2)c1	100	112	106	93	108	110	96	94
